Glyco luc inh: increase of ERlucT glycosylation luciferase signal, primary screen, N-linked glycosylation inhibitor project, D54 ERlucT cells, luminescence, set 2; AID 588692, 2011; D54 ERlucT glycosylation luciferase reporter, 24 h; percent of 100 nM tunicamycin response; reporter increase, % at 12.5 µM; 0.23% of 360,000 active;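 active = mean luciferase reporter signal, scaled so untreated is 0 and the glycosylation-blocking control 100, at or above a set limit in every replicate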;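 note: luciferase carries N-glycosylation sites so blocking glycosylation raises the light; 0% = median of neutral control wells and 100% = median of 100 nM tunicamycin wells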
Cardio protect: cardioprotection against H2O2-induced cell death, primary screen, uHTS, H9c2 cells, ATPLite luminescence | protection from H2O2 cell death, % at 20 µM | AID 588492, 2011 | 0.63% of 360,000 active | H9c2 cardiomyocytes, H2O2 injury protection, 2 h;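 active = compounds giving at least 50% protection of heart cells from peroxide-induced death in the single-dose screen, raw or plate-pattern-corrected value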;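 note: 0% = DMSO wells with peroxide and 100% = DMSO wells without peroxide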
NOD2 RIPK2 PPI: NOD2-RIPK2 binding disruptors in cells, primary screen, fluorescence, CHO cells, BLA complementation | Receptor-interacting serine/threonine-protein kinase 2 (Homo sapiens), O43353 | CCF4 ratio | inhibition, % at 4.98 µM | 0.38% of 360,000 active | AID 624267, 2012; in the data active = inhibition above about 21%;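 note: 0% = vehicle only and 100% = reference blocker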
Target sequence (O43353 whole entry, looked up): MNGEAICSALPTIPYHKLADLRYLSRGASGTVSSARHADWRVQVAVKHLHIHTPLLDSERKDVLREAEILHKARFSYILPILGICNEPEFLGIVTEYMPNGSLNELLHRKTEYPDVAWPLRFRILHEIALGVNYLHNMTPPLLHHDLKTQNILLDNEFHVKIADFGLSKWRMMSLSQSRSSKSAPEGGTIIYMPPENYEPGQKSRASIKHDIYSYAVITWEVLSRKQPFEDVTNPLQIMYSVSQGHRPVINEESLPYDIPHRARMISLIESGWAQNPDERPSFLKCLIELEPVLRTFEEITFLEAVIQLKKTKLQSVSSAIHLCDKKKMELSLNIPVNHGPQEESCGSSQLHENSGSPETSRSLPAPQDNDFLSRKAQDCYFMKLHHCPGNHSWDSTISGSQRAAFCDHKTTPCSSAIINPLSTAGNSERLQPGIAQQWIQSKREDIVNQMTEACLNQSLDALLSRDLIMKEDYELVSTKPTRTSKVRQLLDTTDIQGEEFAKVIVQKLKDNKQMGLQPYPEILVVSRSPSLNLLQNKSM
ABHD5-PLIN5 inh: ABHD5-PLIN5 interaction inhibitors, primary screen, cell lysate, split luciferase complementation, luminescence. Split G. princeps luciferase complementation, 4 h. 0.78% of 360,000 active. inhibition, % at 4 µM. Perilipin-5 (Homo sapiens) + 1-acylglycerol-3-phosphate O-acyltransferase ABHD5 (Homo …;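 active = inhibition above the mean inhibition across every tested compound plus 3 SD, cut at about 22% in these data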;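 note: 0% = DMSO only wells and the 100% control is not disclosed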
MC4R ag barr: MC4R agonists recruiting beta-arrestin, primary screen, cell-based, luminescence, agonist arm of biased-ligand search. Melanocortin receptor 4 (Homo sapiens), P32245. U2OS MC4R beta-arrestin complementation; percent of melanotan II response, DMSO zero. activation, % at 8.9 µM. 0.98% of 360,000 active. AID 540308, 2011;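 active = activation above a per-plate cutoff, the mean activation of sample wells on that plate plus 3 SD, cut at about 8% in these data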
Target sequence (P32245 whole entry, looked up): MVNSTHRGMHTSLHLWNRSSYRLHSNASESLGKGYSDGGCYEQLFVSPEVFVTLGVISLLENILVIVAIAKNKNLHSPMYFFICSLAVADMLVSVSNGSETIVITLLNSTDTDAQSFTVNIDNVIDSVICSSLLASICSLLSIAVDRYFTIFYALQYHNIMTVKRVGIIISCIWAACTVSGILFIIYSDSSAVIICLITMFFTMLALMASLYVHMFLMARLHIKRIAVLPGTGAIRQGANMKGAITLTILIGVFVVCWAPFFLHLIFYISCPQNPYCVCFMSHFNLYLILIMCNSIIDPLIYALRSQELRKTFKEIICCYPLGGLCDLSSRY
TLR9-MyD88 block: inhibitors of TLR9-MyD88 association in cells, primary screen, cell-based, CHO, BLA complementation, fluorescence; Toll-like receptor 9 (Homo sapiens) + Myeloid differentiation primary response protein …; CCF4 FRET ratio; inhibition, % at 4.98 µM; 0.21% of 340,000 active; AID 504734, 2011;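 active = inhibition above the mean over all tested compounds plus 3 SD, cut at about 21% in these data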;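 note: 0% = DMSO only wells and 100% = clavulanate BLA inhibitor control wells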
HTR2A ag: mouse Htr2a agonists via beta-arrestin recruitment, primary screen, cell-based, luminescence | AID 624169, 2012 | activation, % at 7.6 µM | 5-hydroxytryptamine receptor 2A (Mus musculus), P35363 | 0.66% of 360,000 active | CHO-K1 mHTR2A beta-arrestin complementation; percent of 30 µM serotonin response;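 active = activation above a run cutoff, the mean activation of all tested compounds plus 3 SD, cut at about 14% in these data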;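 note: 0% = plate median of compound wells and 100% = 30 µM serotonin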
SRC2 inh: inhibition of GAL4-SRC2 driven luciferase reporter, primary screen, SRC2 inhibitor project, cell-based, luminescence. Nuclear receptor coactivator 2 (Homo sapiens), Q15596. HEK293 GAL4-SRC2 luciferase reporter. inhibition, % at 9 µM. 0.17% of 370,000 active;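 active = inhibition above the mean inhibition of all tested compounds plus 3 SD, set per campaign, cut at about 52% in these data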;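 note: 0% = DMSO treated cells and 100% = cells given Gossypol at 36 µM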
ABCB6 inh MLPCN: ABCB6 transporter inhibitors, primary screen, K562-ABCB6 cells, flow cytometry, MLPCN library | ATP-binding cassette sub-family B member 6 (Homo sapiens), Q9NP58 | K562-ABCB6 porphyrin accumulation, 1 h; stronger effect = lower value | fluorescence ratio to DMSO, % at 10 µM | 0.19% of 360,000 active | AID 602162, 2011;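 active = fluorescence ratio to DMSO below 75%, the collection mean minus 3 SD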;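 note: signal is porphyrin accumulated inside mitochondria; 100% equals median channel fluorescence of DMSO control wells; lower ratio means ABCB6 inhibition with less porphyrin fluorescence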
MC4R antag cAMP: MC4R antagonists of cAMP signaling, primary screen, cell-based, TR-FRET, antagonist arm of biased-ligand search. Melanocortin receptor 4 (Homo sapiens), P32245. MC4R-expressing cells, MTII-stimulated cAMP, LANCE TR-FRET. inhibition, % at 6.5 µM. 0.48% of 360,000 active. AID 540295, 2011;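 active = inhibition above its plate's cutoff, the mean of tested wells on that plate plus 3 SD, cut at about 29% in these data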;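 note: 0% = Melanotan II alone and 100% = Melanotan II plus saturating MCL0020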
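Material: U2OS-MC4R stable cell line | Reagent: Melanotan II challenge after compound preincubation | Doses: One concentration, 6.5 µM nominal | Incubation: 30-min compound preincubation, 1-h Melanotan II challenge, 1-h detection, room temperature | Signal: TR-FRET cAMP assay | Replicates: One well per compound, no replicates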
Active calls of the source: *; x = not tested or not shown. A portion of the library; rates above refer to the full screens.

Every second line gives: Glyco luc inh	TLR9-MyD88 block	MC4R ag barr	MC4R antag cAMP	SRC2 inh	ABHD5-PLIN5 inh	ABCB6 inh MLPCN	HTR2A ag	NOD2 RIPK2 PPI	Cardio protect
> COc1ccc(NC(=O)CCC(=O)c2ccc(C(C)C)cc2)cc1
 : -2.5	-5.8	0.2	12.2	0.2	3.8	100.0	-3.5	-0.5	-6.5
> O=S1CC/C(=N\O)c2ccccc21 (stereo not given)
 : 0.9	-9.0	-0.4	8.6	-3.9	4.8	92.0	-2.5	-12.2	-4.0
> CC1Cc2ccccc2N1C(=O)CSc1nnnn1Cc1ccccc1 (stereo not given)
 : -0.4	-5.0	-1.7	1.3	3.3	-3.7	102.0	0.4	-5.3	-10.3
> CC(=O)Nc1ccc(NC(=O)Nc2ccc(C)cc2C)cc1
 : 0.3	0.2	0.2	1.9	-7.0	0.2	98.0	-0.7	-6.1	4.8
> CCCN(CCC)C(=O)C(c1ccccc1)C1(O)CCCCC1 (stereo not given)
 : -0.5	-14.1	0.1	10.6	6.2	-6.3	99.0	-1.7	-2.5	-5.6
> Cc1sc(NC(=O)CSc2nnnn2C2CCCC2)c(C#N)c1C
 : -0.1	-0.5	2.2	3.4	-19.6	-4.0	101.0	-0.1	-1.7	-5.3
> COc1ccc(C(=O)NCc2ccncc2)cc1S(=O)(=O)N1CCOCC1
 : 2.1	8.3	-1.4	1.5	-9.6	0.6	97.0	5.8	-0.4	6.5
> CCOCCn1c(=NC(=O)CSCC(=O)Nc2cc(C)on2)sc2cc(OC)ccc21
 : -0.8	-7.4	-2.2	1.8	0.4	-2.4	105.0	-8.1	-1.6	3.8
> Cc1ccc(-n2c(CSc3nc(C)cc(C)n3)nnc2SCC(=O)N2CCCC2)cc1
 : -0.5	3.7	-2.9	5.0	-44.0	-5.7	96.0	1.8	1.3	-4.6
> CC1CC(C)CN(C(=O)CCCn2c(=S)[nH]c3ccccc3c2=O)C1 (stereo not given)
 : -2.6	-18.7	-0.5	-2.1	1.4	-7.2	98.0	1.1	-3.3	7.1

Profiles, quoted from the list:
Listed for O=S1CC/C(=N\O)c2ccccc21 (stereo not given) = Glyco luc inh = 0.9; TLR9-MyD88 block = -9.0; MC4R ag barr = -0.4; MC4R antag cAMP = 8.6; SRC2 inh = -3.9; ABHD5-PLIN5 inh = 4.8; ABCB6 inh MLPCN = 92.0; HTR2A ag = -2.5; NOD2 RIPK2 PPI = -12.2; Cardio protect = -4.0
Listed for CC(=O)Nc1ccc(NC(=O)Nc2ccc(C)cc2C)cc1 = Glyco luc inh = 0.3; TLR9-MyD88 block = 0.2; MC4R ag barr = 0.2; MC4R antag cAMP = 1.9; SRC2 inh = -7.0; ABHD5-PLIN5 inh = 0.2; ABCB6 inh MLPCN = 98.0; HTR2A ag = -0.7; NOD2 RIPK2 PPI = -6.1; Cardio protect = 4.8

Next section:
Every second line gives: Glyco luc inh	TLR9-MyD88 block	MC4R ag barr	MC4R antag cAMP	SRC2 inh	ABHD5-PLIN5 inh	ABCB6 inh MLPCN	HTR2A ag	NOD2 RIPK2 PPI	Cardio protect
> Cc1nn(S(=O)(=O)c2cccc([N+](=O)[O-])c2)c(C)c1S(=O)(=O)N1CCOCC1
 : 2.8	1.9	-1.2	3.0	-6.1	-3.6	100.0	-3.5	2.2	0.5
> COCC(C)n1c(C)cc(C(=O)COC(=O)c2nc3nc(C)cc(C)n3n2)c1C (stereo not given)
 : 2.1	-1.6	-2.4	-0.6	-3.6	-6.1	99.0	0.0	-2.1	1.9
> O=C(CSc1nnc(NC(=O)C2CCC2)s1)Nc1ccccc1Br
 : 6.1	2.2	0.3	5.2	-12.0	3.0	106.0	-5.8	-3.7	-6.5
> CC1=Nc2ccccc2N=C(NC(=O)CN2CCN(c3ccc(F)cc3)CC2)C1c1ccccc1 (stereo not given)
 : -2.9	x	-2.5	8.9	-6.0	-1.6	92.0	-4.0	5.5	8.2
> COC(=O)[C@@H](NC(=O)c1ccccc1)[C@@H](C)O
 : -1.8	-6.6	-1.1	4.7	-6.3	-3.8	100.0	-2.0	3.7	5.0
> CCOc1ccc(Oc2cc(C)nc(SC)n2)nn1
 : 1.0	-2.6	-2.2	-3.0	-12.2	2.6	97.0	3.7	-2.0	9.0
> CC1=C(C(=O)c2ccccc2)C(c2cn(-c3ccccc3)nc2-c2ccc(Cl)cc2)NC(=S)N1 (stereo not given)
 : -2.3	2.6	-2.7	15.2	15.2	-0.8	94.0	-0.3	-0.3	-3.4
> Cc1cc2nc(-c3ccc(C#N)cc3)c(Cc3cccc(F)c3)n2c(C)c1Br
 : -0.7	x	x	x	21.2	4.7	95.0	-1.3	0.4	1.0
> CCOC(=O)c1[nH]c2ccccc2c1NC(=O)c1cc(OC)c(OC)c(OC)c1
 : 10.8	-0.5	-1.1	-22.2	-58.2	4.6	88.0	0.2	-3.6	5.4
> COc1ccc(C(=O)Nc2ccc(S(=O)(=O)Nc3cc(C)nc(C)n3)cc2)cc1OC
 : 0.8	7.0	-3.5	8.5	-10.1	-1.0	100.0	-4.8	-7.0	15.8
> Cc1cnc2ccc(F)cc2c1
 : 3.4	x	x	x	0.6	-2.7	102.0	-3.9	-11.6	1.0
> COc1ccc(CCNC(=O)CSc2nnc(CNC(=O)c3cccs3)o2)cc1OC
 : -1.6	-14.2	0.4	-0.5	4.1	-6.9	93.0	-0.9	-16.0	0.1
> COc1ccc(-c2noc(N3CCC(C(=O)Nc4ccc(OC)cc4OC)CC3)n2)cc1
 : 1.3	3.5	1.5	9.2	11.7	-3.7	98.0	-2.9	-4.3	-8.7
> CCCNC(=O)Cn1cnc2sc(C(=O)Nc3ccc4c(c3)OCO4)c(C)c2c1=O
 : -2.6	-9.3	0.2	12.6	x	7.8	108.0	-2.1	-7.7	-2.7
> O=C(O)CC12CC3CC(C1)CC(n1ncc(NCc4ccc(F)cc4)c(Cl)c1=O)(C3)C2
 : 0.1	0.0	-2.7	0.0	27.7	-0.1	96.0	-2.8	-3.9	-1.0
> COc1cc(/C=C2/CCc3ccccc3C2=O)cc(OC)c1OC
 : 3.3	-7.9	-1.0	-0.6	-81.2	14.8	93.0	-1.5	-0.7	-1.7
> O=C(Nc1ccc(OC(=O)c2ccccc2)c(-c2nc3ccccc3s2)c1)c1ccccc1
 : -0.7	3.3	-0.6	-0.1	2.5	-8.1	98.0	3.3	-5.3	-4.0
> CCC(=O)Nc1cc(C(C)(C)C)ccc1C(C)=O
 : 0.5	-1.1	2.1	14.0	14.2	-1.9	98.0	0.8	-0.9	0.4
> O=C(O)CCCCCNS(=O)(=O)c1ccc(Cl)cc1
 : 0.2	2.4	-0.1	-1.2	-28.8	-7.2	96.0	6.3	0.7	4.8
> O=C(Nc1ccccc1)C1CC(=O)n2c(nc3ccccc32)N1 (stereo not given)
 : 1.1	-9.5	0.6	-3.6	2.0	-1.6	94.0	1.0	-8.2	10.7
> O=C(CCCOc1ccccc1)NNC(=O)c1ccncc1
 : 1.4	2.0	-1.4	2.5	-8.4	-0.6	98.0	5.6	2.9	0.8
> Cc1cccc(/C(N)=N/OC(=O)COc2ccc(Cl)cc2)c1
 : -0.2	-4.1	1.6	1.1	-20.0	3.2	102.0	2.4	-8.8	-14.5
> O=C(/C=C/c1ccccc1)/C=C/c1ccccc1
 : 3.3	2.1	-2.3	-1.2	1.2	73.9*	93.0	-2.3	13.1	-16.5
> N#CC(C(=O)NCc1ccco1)c1nc2ccccc2nc1N1CCOCC1 (stereo not given)
 : 4.6	-0.6	0.1	-1.3	-0.2	10.3	133.0	0.2	8.2	1.6
> CC1(C)CC(=O)C=C(c2ccc(-c3cccc(C(N)=O)c3)cc2)C1=O
 : -0.1	1.0	0.1	0.8	2.7	3.6	98.0	-4.3	3.6	0.6
> CN1CCN(NC(=O)CC(C)(C)C)CC1
 : 0.6	-10.3	-0.8	5.7	-10.8	-1.7	99.0	5.3	-3.3	3.2
> CCOC(=O)c1cc(-c2ccncc2)nc2c1c(C)nn2C
 : 6.0	9.9	-2.0	2.3	-87.3	-1.6	98.0	-5.3	1.4	15.2
> COc1ccc(C(=O)C(CN2CCOCC2)c2ccccc2)cc1F (stereo not given)
 : -8.2	3.7	-9.9	17.0	36.6	24.4*	98.0	3.0	58.3*	-4.2
> CCCCn1c(SCC(=O)NCc2ccco2)nc2c1c(=O)n(C)c(=O)n2C
 : 1.4	-5.0	-0.4	0.5	-23.2	2.1	103.0	1.6	-2.0	5.3
> O=C(CCC(=O)c1cccs1)Nc1ncccc1O
 : -0.6	0.1	-4.0	0.2	-35.9	-0.2	95.0	0.0	-1.1	3.9
> COc1ccc(C(=O)NCCc2ccc(C)cc2)cc1OC1CCN(C(C)=O)CC1
 : -0.3	6.7	-2.2	-1.4	-16.2	1.0	97.0	4.7	3.2	2.0
> O=C(CCc1nc2ccccc2c(=O)[nH]1)OCC(=O)N1CCN(S(=O)(=O)c2ccccc2)CC1
 : 1.7	-1.1	-2.8	10.7	-14.2	2.3	104.0	1.0	-8.2	37.3
> COc1ccc(CN(C)C(=O)c2ccc(NS(=O)(=O)c3ccccc3)cc2)c(OC)c1
 : 2.3	-0.7	1.2	6.0	-5.0	9.7	96.0	-0.9	-11.7	-1.6
> Cc1scc(C(=O)NNC(=S)NCC2CCCO2)c1C (stereo not given)
 : -1.3	1.7	-2.7	9.4	1.1	1.6	87.0	0.6	-18.2	-1.8
> O=C(Nc1cccc([N+](=O)[O-])c1)N1CCCCCC1
 : 1.8	-2.5	-0.5	3.2	-8.9	1.8	98.0	8.3	5.1	-2.4
> Cc1ccc(NC(=O)C2(C)CCN2C(=O)Cc2ccccc2Cl)cc1C (stereo not given)
 : 2.5	x	-0.2	8.1	-1.8	-15.1	102.0	-1.7	-1.6	-2.9
> Cn1c(SCC(=O)Nc2nccs2)nnc1-c1ccncc1
 : 0.7	-15.2	-0.4	2.6	-0.4	0.8	89.0	2.1	-1.3	-1.1
> CCN1C(=O)c2ccccc2Sc2ccc(C(=O)NCCCN3CCCCC3)cc21
 : 4.7	-7.8	-2.0	-2.7	-7.1	4.2	99.0	-8.6	8.3	8.9
> CC/C(=N/NC(=O)c1ccc(Br)o1)c1ccc(Cl)cc1
 : 0.8	1.8	-0.3	9.6	-61.2	0.3	93.0	-1.7	9.8	5.6
